KKLEB cytotox – CF airway cell cytotoxicity counter-screen. AID 602141. KKLEB CF airway cells viability, ATPlite luminescence, overnight; stronger effect = lower value; cells stimulated with P. aeruginosa culture filtrate. 360,000 compounds, 0.36% hits. activity change (cytotoxicity), % at 5 µM;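 active means corrected activity change at or below -50% at 5 µM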
LMP1 NFkB inh – inhibitors of Epstein-Barr LMP1-induced NF-kappaB reporter; LMP1-induced NF-kappaB luciferase reporter cells, luminescence; inhibition, % at 12.5 µM; 350,000 compounds, 0.69% hits; AID 504558; in the data active means inhibition above about 41%;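 further: 0% = neutral control wells and 100% = reference inhibitor control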
LRH-1 inv ag – NR5A2 inverse agonism in reporter assay; HEK293T StAR-luciferase reporter, LRH-1 transfected, 24 h; inhibition, % at 3.6 µM; 360,000 compounds, 0.13% hits;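 active means inhibition above the mean inhibition of all tested compounds plus 3 SD, cut at about 73% in these data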;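 further: 0% = DMSO wells and 100% = reporter-only cells lacking LRH-1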
Target sequence (O00482 whole entry, looked up): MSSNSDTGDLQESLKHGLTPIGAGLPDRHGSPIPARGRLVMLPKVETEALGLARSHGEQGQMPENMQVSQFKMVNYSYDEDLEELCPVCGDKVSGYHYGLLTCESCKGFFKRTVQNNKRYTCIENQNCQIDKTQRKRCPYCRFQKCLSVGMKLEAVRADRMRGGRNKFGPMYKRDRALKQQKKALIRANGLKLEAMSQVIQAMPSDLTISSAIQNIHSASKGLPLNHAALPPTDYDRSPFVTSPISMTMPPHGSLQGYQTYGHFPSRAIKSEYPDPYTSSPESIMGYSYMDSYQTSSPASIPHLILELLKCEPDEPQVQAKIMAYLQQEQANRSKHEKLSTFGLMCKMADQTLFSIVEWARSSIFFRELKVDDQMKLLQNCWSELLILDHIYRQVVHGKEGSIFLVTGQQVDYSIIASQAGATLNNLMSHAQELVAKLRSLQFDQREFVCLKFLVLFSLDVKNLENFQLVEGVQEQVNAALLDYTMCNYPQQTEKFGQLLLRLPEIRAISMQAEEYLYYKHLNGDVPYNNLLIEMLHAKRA
TROY signal inh – blocks TROY-dependent signaling in reporter cells. 360,000 compounds, 0.98% hits. Q293 LMP1-TROYcd NF-kB luciferase reporter, 4 h. inhibition, % at 10 µM;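 active means compounds whose plate-normalised and pattern-corrected inhibition of the luciferase reporter signal at the single screening dose is 50% or more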
NR2F2 inh – blocks human COUP-TFII nuclear receptor; HEK293T NGFI-A luciferase reporter, luminescence; inhibition, % at 8.6 µM; 370,000 compounds, 0.7% hits;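 active means inhibition above a per-plate cutoff, mean inhibition of test wells between control levels plus 3 SD, cut at about 38% in these data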;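 further: cells cotransfected with COUP-TFII expression vector driving the NGFI-A reporter; 0% = median of COUP-TF2 test wells and 100% = reporter-only cells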
Target sequence (P24468 whole entry, looked up): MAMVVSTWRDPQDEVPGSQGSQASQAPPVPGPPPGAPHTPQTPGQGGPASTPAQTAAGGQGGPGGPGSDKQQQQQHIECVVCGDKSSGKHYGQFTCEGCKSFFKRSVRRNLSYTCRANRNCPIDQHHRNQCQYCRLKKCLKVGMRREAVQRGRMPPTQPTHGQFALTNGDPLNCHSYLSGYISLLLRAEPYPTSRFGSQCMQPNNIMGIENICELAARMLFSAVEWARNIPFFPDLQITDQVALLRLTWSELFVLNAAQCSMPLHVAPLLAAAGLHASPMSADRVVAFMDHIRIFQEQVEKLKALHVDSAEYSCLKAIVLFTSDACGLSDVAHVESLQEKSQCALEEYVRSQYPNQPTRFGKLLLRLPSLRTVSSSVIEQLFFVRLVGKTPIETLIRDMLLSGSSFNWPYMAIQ
NCOA3 inh – human NCOA3 inhibition; inhibition, % at 3.6 µM; HEK293 GAL4-SRC3 luciferase reporter, luminescence; AID 588352; 360,000 compounds, 0.17% hits; Q9Y6Q9;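 active means inhibition above a per-campaign cutoff, the mean of all compounds plus 3 SD, cut at about 60% in these data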;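 further: 0% = DMSO-treated cells and 100% = gossypol-treated cells at 36 µM; higher means less SRC3-driven luciferase light from the GAL4 reporter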
TRAIL sens C8 – caspase-8 TRAIL sensitization; NB7+C8 cells + TRAIL, ATPlite viability luminescence; inhibition (viability loss, TRAIL sensitization), % at 10 µM; 360,000 compounds, 1% hits; AID 624354;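 active means compounds causing at least 50% loss of cell viability in the single-dose screen, relative to plate controls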
NCOA2 inhibitor – inhibits human steroid receptor coactivator 2. inhibition, % at 9 µM. HEK293 GAL4-SRC2 luciferase reporter, luminescence. Q15596. AID 651957. 370,000 compounds, 0.17% hits;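 active means inhibition above the mean inhibition of all tested compounds plus 3 SD, set per campaign, cut at about 52% in these data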;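 further: 0% = DMSO treated cells and 100% = cells given Gossypol at 36 µM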
NCOA1 inh – inhibitors of human steroid receptor coactivator 1 (SRC1). HEK293 GAL4-SRC1 luciferase reporter, luminescence. inhibition, % at 3.6 µM. AID 588354. Q15788. 360,000 compounds, 0.12% hits;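 active means inhibition above the campaign mean plus 3 SD, with each screening campaign given its own cutoff, cut at about 60% in these data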;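 further: 0% = DMSO treated cells and 100% = gossypol at 36 µM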
TWEAK-Fn14 inh – inhibitors of TWEAK-Fn14 interaction signaling; inhibition, % at 10 µM; TWEAK-stimulated Fn14 reporter cells, luciferase luminescence, 8 h; AID 1159606; 360,000 compounds, 2% hits; in the data active means inhibition above about 50%
CF NFkB inh – inhibitors of cystic fibrosis induced NF-kB; 360,000 compounds, 0.86% hits; inhibition, % at 5 µM; KKLEB NF-kB-GFP reporter, PAF-induced, GFP fluorescence overnight;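 active means at least 50% inhibition at 5 µM, scaled per plate between neutral and stimulator controls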;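 further: PAF is a Pseudomonas aeruginosa culture filtrate used as stimulus; plate controls were PAF-stimulated DMSO wells for no effect and unstimulated DMSO wells for full effect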
An asterisk follows results filed as active; . = no result given. This is a random part of the collection; overall some 4.2% were active at least once.

SMILES | KKLEB cytotox | LMP1 NFkB inh | LRH-1 inv ag | TROY signal inh | NR2F2 inh | NCOA3 inh | TRAIL sens C8 | NCOA2 inhibitor | NCOA1 inh | TWEAK-Fn14 inh | CF NFkB inh
Cc1cc(C)n(C(=O)CN2C(=O)COc3ccccc32)n1 | -5 | 0 | -10 | -7 | 13 | -7 | -5 | -6 | 11 | -2 | 15
O=C(Nn1cnnc1)c1ccc(F)cc1 | 4 | 0 | 0 | 6 | -25 | -4 | -12 | 6 | 11 | 11 | -5
CCNC(=O)NCc1c(C)c(C)n(Cc2ccccc2)c1-n1cccc1 | 11 | -8 | 5 | 7 | 10 | 7 | -6 | -4 | 5 | -8 | -12
COc1ccc2c(C)cc(SCC(=O)c3ccc4c(c3)OCO4)nc2c1 | -1 | -9 | 16 | 4 | 11 | 4 | 7 | -3 | 2 | 2 | -6
CC(C)C(=O)Nc1c2c(nn1-c1ccc(F)cc1)CS(=O)(=O)C2 | 0 | 1 | 20 | -21 | -2 | -3 | -9 | 2 | 11 | -21 | -3
CN(C)S(=O)(=O)c1cccc(NC(=O)Cn2cnc3ccccc3c2=O)c1 | -3 | -25 | -26 | -2 | 1 | 0 | -2 | -11 | 6 | 6 | -3
CCN=C1S/C(=C\c2cc(Cl)c(OC)c(OC)c2)C(=O)N1CC | -13 | . | 19 | -4 | 7 | 14 | -8 | -2 | 3 | -8 | 23
COc1cccc(C2/C(=C(/O)c3cnn(-c4ccccc4)c3C)C(=O)C(=O)N2CCN(C)C)c1 (stereo unspecified) | -1 | -2 | 1 | -10 | -13 | -12 | -7 | -29 | -15 | 2 | 22
Cc1ccc(C(OCC(O)CNC(C)c2ccccc2)c2ccccc2)cc1 (stereo unspecified) | -13 | -2 | -14 | -11 | -21 | 12 | -10 | 5 | 7 | -3 | 12
O=[N+]([O-])c1ccc(N/N=C2\CC3CC=CC23)cc1 (stereo unspecified) | 2 | -45 | 3 | 19 | -35 | -33 | 6 | -58 | -31 | -53 | -2
COc1ccc(Nc2nc(N)c3ccccc3n2)c(OC)c1 | -14 | -19 | -77 | -53 | -67 | -133 | 17 | -44 | -112 | -3 | -15
CC(=O)c1ccc(N2CCN(C(=O)c3ccc(-c4ccccc4)cc3)CC2)cc1 | 12 | -2 | -34 | 10 | 6 | -8 | -10 | 16 | -1 | -2 | -11
NS(=O)(=O)c1ccc(CCNC(=O)CSc2cccs2)cc1 | -2 | -4 | -2 | -14 | 11 | 6 | -9 | 13 | 8 | 0 | -8
Cc1nnc(SC(C)C(=O)c2c[nH]c3ccccc23)n1C1CC1 (stereo unspecified) | -8 | 0 | -1 | 8 | 13 | 9 | -4 | -6 | -4 | 1 | -2
CC1Cc2ccccc2N1C(=S)NC(=O)c1ccco1 (stereo unspecified) | 0 | 4 | -1 | 2 | -23 | -3 | 5 | -5 | -5 | 6 | 0
Fc1ccc2cc(CCO[C@H]3CCCCO3)ncc2c1 | -6 | 15 | -140 | 3 | -53 | -91 | -3 | -78 | -113 | 34 | 10
CC(=O)Nc1cc(-c2ccccc2)ccc1O | -7 | 20 | 5 | -6 | 10 | 0 | -10 | -8 | -9 | -9 | 3
COC(=O)C(CSCc1ccccc1)NC(=O)CCNC(=O)OCc1ccccc1 (stereo unspecified) | -1 | -2 | -20 | -16 | 16 | -5 | -7 | 0 | 0 | -4 | 5
COc1ccc(C(=O)NC(=S)N2CCNC(=O)C2)cc1Br | -8 | 4 | -2 | 0 | -3 | 4 | -22 | 4 | 2 | -8 | 20
COc1ccc(N2C(=O)C(CN3CCN(C)CC3)C2c2ccccc2)cc1 (stereo unspecified) | -2 | -3 | 10 | -22 | -4 | 11 | -3 | 1 | 3 | 8 | -1
CCOc1ccc(N2CC(C(=O)Nc3ccccc3F)CC2=O)cc1 (stereo unspecified) | 1 | -1 | 23 | -2 | -3 | 16 | -22 | 14 | -19 | 5 | -4
Cc1ccc(C)c(NC2=NCC(=O)N2C2CCCCC2)c1 | -6 | -18 | -6 | 19 | 6 | -3 | -27 | -22 | 0 | 12 | -3
N/C(=N\OC(=O)CCc1ccccc1)c1cccc(Br)c1 | 7 | -5 | -14 | -48 | -5 | -6 | 7 | -9 | 4 | -43 | -6
CC[C@]12c3[nH]c4ccc(OC)cc4c3CCN1C(=O)C(CC(=O)NCC13CC4CC(CC(C4)C1)C3)C[C@@H]2C(=O)N1CCN(C(=O)C2CC2)CC1 (stereo partly specified) | -4 | 2 | 5 | -8 | -2 | 0 | 32 | 4 | 6 | 22 | 11
Cc1nn(-c2ccccc2)c(Cl)c1/C=N/N1CCN(c2ccccn2)CC1 | 17 | 1 | 6 | 20 | 4 | -1 | 4 | -10 | 9 | 12 | -11
N#CC1=C(N)N(c2ccccc2)C(c2ccco2)C1(C#N)C#N (stereo unspecified) | -7 | 8 | 8 | -3 | -1 | -4 | 2 | -8 | 4 | -36 | 11
CC1CCc2c(sc(NC(=O)C3CCCO3)c2C#N)C1 (stereo unspecified) | 6 | -36 | -117 | -81 | -30 | -118 | 1 | -86 | -103 | -26 | -22
O=C(COc1cccc2ccccc12)NCc1cccnc1 | 2 | -8 | -7 | -4 | -5 | 9 | -16 | 3 | -10 | 8 | -9
COc1cc2sc3ccc(C#CC4(O)CCCCC4)cc3c(=O)c2cc1OC | -36 | -59 | -55 | 84* | -17 | -23 | 75* | -106 | -49 | 92* | 4
CC1(C(=O)NS(=O)(=O)c2ccc(Cl)cc2)CCN1C(=O)c1ccccc1 (stereo unspecified) | 6 | . | 0 | -7 | -5 | 6 | 5 | 16 | 16 | -4 | 0
COc1ccc2c(c1)CC/C(=C/c1ccccn1)C2=O | -3 | 5 | -32 | 1 | -41 | -24 | 44 | -23 | -32 | 40 | 10
Cc1ccc2c(=O)[nH]c(Nc3nc(C)cc(-c4ccccc4)n3)nc2c1 | -9 | -4 | -15 | 7 | 5 | 12 | -12 | 27 | -2 | 1 | -5
Cc1ccc(S(=O)(=O)NC(c2ccccc2)C(C)C(=O)n2nc(C)cc2C)cc1 (stereo unspecified) | 6 | 1 | 3 | 6 | 3 | 13 | -4 | -4 | 11 | 12 | 11
O=C(Nc1ccccc1-c1nnc(SCc2ccc(Cl)cc2Cl)o1)c1ccccc1 | -4 | 7 | 12 | 13 | 10 | 17 | -9 | -2 | -3 | -3 | -8
CCOc1ccccc1NC(=O)COC(=O)C12CC3CC(CC(O)(C3)C1)C2 | 4 | 1 | -10 | -11 | -25 | 5 | -9 | -33 | -2 | -6 | 10
CC1(C(=O)Nc2ccc3c(c2)OCO3)CCN1C(=O)c1ccco1 (stereo unspecified) | -1 | . | -2 | -5 | -5 | 3 | -20 | -14 | -7 | 7 | 8

Entries listed above that bear a hit mark in TWEAK-Fn14 inh.
smiles	LMP1 NFkB inh	LRH-1 inv ag	NR2F2 inh	NCOA3 inh	NCOA2 inhibitor	NCOA1 inh	TWEAK-Fn14 inh	CF NFkB inh
COc1cc2sc3ccc(C#CC4(O)CCCCC4)cc3c(=O)c2cc1OC	-59	-55	-17	-23	-106	-49	92*	4

Later entries.
SMILES | KKLEB cytotox | LMP1 NFkB inh | LRH-1 inv ag | TROY signal inh | NR2F2 inh | NCOA3 inh | TRAIL sens C8 | NCOA2 inhibitor | NCOA1 inh | TWEAK-Fn14 inh | CF NFkB inh
CCn1c2ccccc2c2cc(NC(=O)c3cc(OC)cc(OC)c3)ccc21 | -11 | -8 | 31 | 1 | -14 | 19 | -18 | 20 | 16 | -2 | 36
O=C(CCCC(=O)N(CC(=O)NC1CCCCC1)Cc1ccco1)Nc1ccccn1 | -3 | -5 | 10 | -13 | 18 | 10 | -15 | 10 | -8 | -11 | -4
CCN(CC)CCNC(=O)c1nn(-c2ccc(Cl)cc2)c2c1CCc1cc(OC)ccc1-2 | -6 | -7 | 2 | -12 | -2 | -9 | 27 | -11 | 6 | -38 | 19
Cc1cccc(NC(=O)CSCC(=O)Nc2cc(S(=O)(=O)N3CCOCC3)ccc2N2CCCC2)c1 | -5 | 2 | 2 | 26 | 2 | -10 | -5 | 10 | 1 | -1 | -12
COc1cccc(-c2cc(C(F)(F)F)nc(-n3cc(Cl)cn3)n2)c1 | 1 | 4 | 5 | 0 | -8 | -2 | -3 | -7 | 17 | -24 | -26
O=C(COC(=O)c1ccco1)c1ccc2ccccc2c1 | -1 | 2 | -6 | -44 | -22 | 7 | 0 | -25 | 5 | -3 | 2
CC(=O)NC(NC(=S)Nc1ccc(C)cc1C)C(Cl)(Cl)Cl (stereo unspecified) | -3 | -1 | 4 | -3 | -16 | 8 | -6 | 2 | 6 | 10 | 11
O=C(CN1C(=O)NC2(CCCC2)C1=O)Nc1ccccc1N1CCCCC1 | 16 | 4 | 0 | -2 | -22 | -9 | 3 | -13 | -11 | -3 | -19
COc1ccccc1NC(=O)c1ccc2c(c1)N(CC#N)C(=O)C(C)(C)O2 | -6 | -2 | 10 | -30 | 2 | -8 | -8 | -18 | -9 | 7 | 18
O=C1CC(c2ccccc2)=NN1c1ccccc1 | 4 | 1 | 1 | 52* | 26 | 14 | -7 | -7 | 8 | -18 | 49
OCCN1CCN(c2cc(-c3ccccc3)c3ccccc3n2)CC1 | -4 | -3 | -4 | 13 | -5 | -1 | -13 | -12 | -1 | 1 | -5
COc1cc2ccnc(Cc3cccc(OC)c3OC)c2cc1OC | -8 | 20 | 23 | 1 | 35 | 9 | 33 | 6 | 1 | 10 | 31
CN(Cc1ccco1)C(=O)Cn1cc(S(=O)(=O)N2CCCC2)c(S(=O)(=O)N2CCCC2)c1 | 7 | -7 | -12 | -5 | -10 | 5 | -4 | 3 | -5 | 7 | 15
O=C(CN1CCCCC1)NC1CCc2cc3c(cc21)CCC3 (stereo unspecified) | -5 | -4 | -18 | -8 | 11 | 29 | -10 | 14 | -22 | 0 | 2
c1ccc(-n2ncc3c(NCc4ccco4)ncnc32)cc1 | 5 | -42 | -88 | -32 | -31 | -25 | 19 | -27 | -62 | 3 | -9
Cc1cccc2c(=O)cc(C)n(CC(=O)N3CCOCC3)c12 | 9 | 5 | 16 | -8 | 7 | 5 | -3 | -4 | 5 | 5 | -2
COc1ccc(OC)c(NC(=O)CC2SC(=Nc3ccc(F)cc3)N(CCC3=CCCCC3)C2=O)c1 (stereo unspecified) | -1 | 11 | -18 | -3 | -1 | 4 | 22 | -16 | 6 | 3 | 9
NC(=O)c1nn(-c2ccccc2)c(=O)cc1O | 3 | 5 | 1 | -14 | -3 | -4 | -2 | 11 | 3 | -10 | -2
O=C(CCCCCNC(=S)Nc1ccccc1)C[N+](=O)[O-] | 5 | 15 | -3 | -5 | 6 | -9 | 3 | 5 | -2 | 6 | -5
C=C(C)[C@@H]1CC=C(CN2CCN(Cc3ccccc3)CC2)CC1 | 4 | -6 | 10 | 2 | 13 | -10 | -2 | 6 | 0 | 1 | -10
COC(=O)[C@H](Cc1ccccc1)NC(=O)Cn1cnc(C(=O)Nc2ccc(C)c(C)c2)n1 | 6 | 13 | -5 | -28 | -1 | -3 | 8 | 17 | 3 | -21 | 3
